# RNase H inhibition = RNase H inhibition, HIV 1 Gag Pol polyprotein, FRET biochemical assay, screening (AID 372). 0.77% of 100,000 active. HIV-1 RT RNase H, FRET RNA/DNA substrate fluorescence; higher % means a stronger effect. inhibition, % at 10 µM; hits with a dose series show IC50 in µM; in the data active means inhibition above about 50%
# Starred values were filed as active, the others as inactive. The list is partial (hit frequency here may not be typical).
SMILES,RNase H inhibition
COc1ccc(C(C)NC(=O)CCc2ccccc2)cc1 (stereo not drawn),0%
COc1cc(C=C2C(=O)NC(=O)NC2=O)cc(Br)c1OCc1ccc([N+](=O)[O-])cc1,30%
CC(C)(C)c1ccc(OCC(O)CN2CCCCC2)cc1 (stereo not drawn),8%
CCOC(=O)C1=C(c2ccccc2)OC(N(C)C)C(c2ccccc2)=C1 (stereo not drawn),10%
CCN(CC)c1ccc(NC(=S)NC(=O)Cc2ccccc2)cc1,16%
Cc1ccnc(NS(=O)(=O)c2ccc(N3C(=O)c4c(Cl)c(Cl)c(Cl)c(Cl)c4C3=O)cc2)n1,8%
O=C1CC(N2CCN(Cc3ccccc3)CC2)C(=O)N1c1ccc(F)cc1 (stereo not drawn),0%
COc1ccc(-n2c(SCC(=O)Nc3ccccc3C)nc(O)c(Cc3ccccc3)c2=O)cc1,0%
Cc1ccc(NCC(=O)N/N=C\c2cccc(OC(=O)c3ccco3)c2)cc1,18%
O=C1NC(=S)S/C1=C\c1cccc(Br)c1,11%

SMILES,RNase H inhibition
CN(Cc1ccccc1)C(=O)c1nn2c(C(F)(F)F)c3c(nc2c1Cl)-c1ccccc1CC3,24%
C#CCOc1nc(N(c2ccccc2)c2ccccc2)nc(-n2c(C)nc3ccccc32)n1,26%
CC(C)(C)c1ccc(S(=O)(=O)N/N=C/c2ccc3c(c2)OCO3)cc1,0%
COc1ccccc1NC(=S)NC(=O)c1cc(I)ccc1Cl,1%
COc1ccc(S(=O)(=O)N(CC(=O)Nc2cc(C)ccc2C)c2ccc(C)cc2)cc1OC,0%
Cc1cc(C)cc(NS(=O)(=O)c2cc(Cl)ccc2Cl)c1,41%
CCC(=O)Nc1ccc(NC(=O)c2ccc(OC)cc2)cc1,8%
CC(C)Nc1nc2n(c(=O)n1)CCN2C(C)C,9%
O=C(C1CC1)N1CCN(C(c2ccccc2)c2ccccc2)CC1,8%
N#C/C(=C\Nc1ccc(S(=O)(=O)Nc2nccs2)cc1)c1nc(-c2ccc(Cl)cc2)cs1,4.1µM*

SMILES,RNase H inhibition
COc1c(OC(C)=O)ccc(/C=N/NC(=O)c2ccncc2)c1[N+](=O)[O-],9%
O=S(=O)(NCC(c1ccccc1)N1CCNCC1)c1ccccc1 (stereo not drawn),7%
Cc1ccc(N2CCN(CC3=CC[C@H]4C[C@@H]3C4(C)C)CC2)cc1,13%
O=C(NC(=S)Nc1ccc2oc3ccccc3c2c1)c1ccccc1,0%
Cc1nc(C)c(C(=O)/C=C(\O)C(=O)O)o1,8%
CCSc1nnc(NC(=O)CSc2ccccc2)s1,3%
CC(=O)OC(OC(C)=O)C12C=CC(O1)C1C(=O)N(c3cc(C(F)(F)F)ccc3Cl)C(=O)C12 (stereo not drawn),0%
COc1ccccc1CNC(=O)CN(c1cccc(Cl)c1)S(C)(=O)=O,4%
O=C1CC(O)(C(F)(F)F)Oc2c1ccc1ccccc21 (stereo not drawn),19%
Cc1cc(Br)ccc1NC(=O)c1ccc(F)cc1,0%

SMILES,RNase H inhibition
O=C(CCC1CCCCC1)NCCN1CCOCC1,11%
O=C1NC(=O)N(c2ccc(Cl)cc2)C(=O)/C1=C/c1cnn(-c2ccccc2)c1,20%
Cc1onc(-c2ccccc2Cl)c1C(=O)Nc1ccc(Cl)c(Cl)c1,24%
C/C(=N\NC(=O)c1ccncc1)c1ccco1,4%
Cc1ccccc1C(=O)Nc1ccc(F)cc1,0%
O=C1NC(=O)N(c2ccc(F)cc2)C(=O)/C1=C/c1ccc(-c2ccc(Cl)cc2[N+](=O)[O-])o1,19%
COc1cc(-c2nc(-c3ccccc3)c(-c3ccccc3)[nH]2)cc(I)c1OCc1ccc(Cl)cc1,24%
O=C(NCc1cccnc1)C(=O)N1CCCC1,6%
Cc1cccc(/C(N)=N/OC(=O)COc2ccccc2)c1,2%
CCCCCN=Cc1c(C)[nH]n(-c2nc3ccccc3s2)c1=O,11%

SMILES,RNase H inhibition
Cc1cc(C(=O)N2CCN(Cc3ccc4c(c3)OCO4)CC2)ccc1[N+](=O)[O-],6%
Cc1cc(=O)oc2cc(OC(C)C)ccc12,4%
O=C1N=c2ccccc2=C1c1sc(=S)n(-c2cccc(C(F)(F)F)c2)c1O,47%
Cc1ccc(S(=O)(=O)NNC(=O)C(=O)NNS(=O)(=O)c2ccc(C)cc2)cc1,0%
COc1cc(N2Cc3ccccc3C2)ccc1/C=C1\SC(=S)NC1=O,41%
O=C(/C=C/c1ccccc1)Nc1ccc(N2CCCCC2)cc1,14%
O=C(COc1ccc2ccccc2c1)Nc1ccncc1,0%
NC(=O)NC(Cc1c[nH]c2ccccc12)C(=O)O (stereo not drawn),6%
CC(=O)Nc1ccc(Nc2cc(Cl)c(C(F)(F)F)cc2[N+](=O)[O-])cc1,24%
Cc1ccc(OCC(=O)N/N=C/c2ccc(Br)o2)cc1C,10%

SMILES,RNase H inhibition
CCc1ccc(-c2csc(/C(C#N)=C/Nc3ccc(OC)cc3)n2)cc1,6%
CCOC(=O)C1=C(C)N=c2s/c(=C\c3ccc(-c4ccc([N+](=O)[O-])cc4C)o3)c(=O)n2C1c1ccc(Cl)cc1 (stereo not drawn),4%
CC(=O)Nc1nnc(CCS(=O)(=O)c2ccc(Cl)cc2)s1,4%
Cc1ccc(/C=C/C(=O)O)cc1S(=O)(=O)N1CCCc2ccccc21,0%
COc1ccccc1CNC(=O)CN(c1ccc(Br)cc1)S(=O)(=O)c1ccccc1,20%
Nc1nonc1C(=O)N/N=C/c1ccccc1[N+](=O)[O-],10%
Cc1ccc(C)n1-c1ccc(Cl)c(C(=O)NN)c1,10%
O=[N+]([O-])c1cccc(/C=N\Nc2nc(-c3ccccc3)cc(-c3ccccc3)n2)c1,3%
CCCCCCN=Cc1c(O)[nH]c(=S)[nH]c1=O,0%
CN1C(=O)C(=Cc2cccn2-c2ccccc2)C(=O)N(C)C1=O,19%

SMILES,RNase H inhibition
COc1ccc(/C=C2\SC(=O)N(c3ccc(Cl)cc3)C2=O)cc1O,26%
O=C(Nc1ccccc1Cl)c1ccc(N2C(=O)c3ccccc3C2=O)cc1,16%
COc1c(Cl)cc(C(=O)Nc2ccc(I)cc2Cl)cc1Cl,4%
CC(C)c1ccc([N+](=O)[O-])cc1S(=O)(=O)N1CCN(c2ccccc2)CC1,14%
O=c1[nH]c(/C=C/c2cccc([N+](=O)[O-])c2)nc2ccccc12,6%
Cc1ccn2c(NC(=O)c3ccc(Cl)cc3)c(-c3ccccc3)nc2c1,15%
COc1ccc(N2C(=O)/C(=C/c3cccn3-c3ccccc3)C(=O)NC2=S)cc1,54%*
CC(/C=N/NC(=O)c1cc(C23CC4CC(CC(C4)C2)C3)[nH]n1)=C\c1ccccc1,27%
Cc1nn(C(=O)c2ccccc2)c(C)c1Sc1ccccc1,0%
c1ccc2nc3c(cc(N4CCOCC4)c4ccccc43)nc2c1,6%

# Arranged by length of the SMILES (lowest first): three of the compounds above
SMILES,RNase H inhibition
Cc1nn(C(=O)c2ccccc2)c(C)c1Sc1ccccc1,0%
COc1c(Cl)cc(C(=O)Nc2ccc(I)cc2Cl)cc1Cl,4%
CC(C)c1ccc([N+](=O)[O-])cc1S(=O)(=O)N1CCN(c2ccccc2)CC1,14%

# (more compounds)
SMILES,RNase H inhibition
Clc1ccc(CN2CCN(c3ncccn3)CC2)cc1,3%
COc1cc(/C=C2\SC(=S)N(Cc3ccco3)C2=O)ccc1O,49%
CCC(=O)NC(c1ccccc1Cl)c1ccc2cccnc2c1O (stereo not drawn),13%
COc1ccc(NC(=O)CN(c2cccc([N+](=O)[O-])c2)S(=O)(=O)c2ccccc2)cc1,14%
CCCCN1C(=O)/C(=C/C=C/c2ccccc2)SC1=S,10%
CC1CCC(CCOC(=O)c2ccccc2O)C1(C)C (stereo not drawn),10%
Clc1ccc(OCC2COCCO2)cc1 (stereo not drawn),14%
Cc1ccc(C)c(S(=O)(=O)N2CCC(C)CC2)c1,4%
O=C(Cn1nnc([N+](=O)[O-])n1)NCc1ccccc1,4%
N/C(=N\OC(=O)C(c1ccccc1)C1CCCC1)c1ccccn1 (stereo not drawn),20%

SMILES,RNase H inhibition
CCOC(=O)C1=C(C)N=c2s/c(=C/c3ccc(SC)cc3)c(=O)n2C1c1ccccc1OC (stereo not drawn),9%
COc1ccccc1CC(=O)Nc1ccc(C)c(Cl)c1,5%
CCOC(=O)c1sc(NN=C(C#N)C#N)c(C(=O)OCC)c1C,29%
Cc1ccc(NC(=O)CC(=O)NN)cc1,5%
O=C(O)c1ccc(S(=O)(=O)c2ccc3c(c2)C(=O)N(c2nc4ccccc4s2)C3=O)cc1,8%
Cc1ccc(C(=O)n2cnc3ccccc32)cc1[N+](=O)[O-],3%
CCOC(=O)c1c(N)sc(C(=O)Nc2ccccc2C(F)(F)F)c1C,19%
CN(C)c1ccc(C=Nn2cnnc2)cc1,0%
CCOc1cc(C=O)cc(Cl)c1OCc1ccc(C(=O)O)cc1,10%
O=C(NCCN1CCOCC1)c1cnn2c1NC(c1ccco1)CC2C(F)(F)F (stereo not drawn),0%

structure,RNase H inhibition
COc1ccc(C(=O)NNC2=NC(C)(C)Cc3ccccc32)cc1,9%
O=C(Nc1ccccc1C(=O)O)c1cccc(S(=O)(=O)Nc2ccc(F)cc2)c1,0%
COc1ccccc1OCc1nc(-c2ccccc2Cl)no1,0%
CCc1ccccc1NC(=O)[C@@H]1C[C@@H]1c1ccccc1,0%
O=S(=O)(Oc1ccc(OCc2ccccc2)cc1)c1ccc(Br)cc1,24%
CC(C)(C)c1cc(CN(Cc2cc(C(C)(C)C)c(O)c(C(C)(C)C)c2)/N=C\c2ccccc2O)cc(C(C)(C)C)c1O,14%
O=c1cc(C(F)(F)F)nc(Sc2c(-c3ccccc3)c3cc(Cl)ccc3[nH]c2=O)[nH]1,18%
O=C1C=C(Nc2ccc(Cl)cc2)CN1,22%
CC(=O)c1cccc(NC(=O)COc2ccc(Cl)cc2Cl)c1,19%
CCC(=NCCc1ccccc1)C1=C(O)C(C(=O)OC)C(C)(C)CC1=O (stereo not drawn),4%
COc1ccc(OC)c(N(CC(=O)Nc2ccc(Br)cc2)S(C)(=O)=O)c1,2%
Cc1cccc(OCC(=O)Nc2ccc(F)c(Cl)c2)c1C,15%
CCOc1ccc2c(c1)-c1c(ssc1=S)C(C)(C)N2C(=O)CC,10%
O=C(/C=C/c1ccco1)Nc1ccc(Cl)cc1Cl,8%
COC(=O)COc1ccc(/C=C(/C#N)C(=O)Nc2cccc(Br)c2)cc1OC,0%
CCOc1ccc(OCCCCOc2ccc(C=O)cc2OC)cc1,19%
COc1ccc(S(=O)(=O)Nc2ccccc2C(N)=O)cc1,0%
CC1=C(C#N)C(c2ccc([N+](=O)[O-])cc2)C2=C(CC(c3ccc(Cl)cc3)CC2=O)N1 (stereo not drawn),3%
Cc1cc2nc(-c3ccc(C)c(NC(=S)NC(=O)c4ccccc4Cl)c3)oc2cc1C,7%
CN1CCCC1=NC(=S)CN1CCCC1=O,2%

structure,RNase H inhibition
CCOC(=O)C(CC)C(C)=NNC(=O)c1ccc([N+](=O)[O-])cc1 (stereo not drawn),10%
COc1cc(OC)c(NC(=O)COc2ccc(F)cc2)cc1Cl,10%
Cc1cc(/C=N/NC(=O)CC#N)c(C)n1-c1ccc(N(C)C)cc1,42%
O=C(O)/C=C/C(=O)NNC(=O)c1cccc([N+](=O)[O-])c1,0%
COc1ccc(/C=C2\SC(=S)N(CCC(=O)Nc3ccc(C)cc3)C2=O)cc1OC,27%
O=C(NNC(=O)c1ccccc1)/C(=C\c1ccc([N+](=O)[O-])cc1)NC(=O)c1ccccc1,3%
COc1cc(C(=O)N/C(=C/c2cccc([N+](=O)[O-])c2)C(=O)NCC(=O)O)cc(OC)c1OC,4%
CC1(C)CC(=O)C2=C(C1)Nc1ccccc1NC2c1ccccc1O (stereo not drawn),9%
O=S1(=O)CCC(NNC(=S)Nc2ccccc2)C1 (stereo not drawn),5%
CC12CC3(C)CC(C)(C1)CC(C(=O)NCc1cccnc1)(C2)C3,10%
CCc1cccc(CC)c1NC(=O)c1ccc(-c2ccccc2)cc1,7%
CCc1ccc(NC(=O)c2cncc(Br)c2)cc1,11%
COC(=O)C1=C(O)/C(=C/c2cccc(OC)c2O)N=C1C,0%
COc1ccc(Br)cc1Cn1c(=O)[nH]c2cc(C(F)(F)F)ccc21,30%
COc1cccc(NC(=O)c2ccc(C(C)(C)C)cc2)c1,11%
CC1CCc2c(sc(N)c2C#N)C1 (stereo not drawn),57%*
O=C(Nc1ccc(Nc2ccccc2)cc1)c1ccc(Br)cc1,7%
CCc1cc(C)cc(OCCOc2cccc(C=C3C(=O)NC(=O)NC3=O)c2)c1,6%
COc1ccc(/C=N/NC(=O)c2cccc(Cl)c2)cc1OC,32%
CCOc1cc(/C=C2/C(=O)NC(=O)N(c3ccccc3F)C2=O)cc(Br)c1O,8%
CC1=NN(C(=O)CCc2ccccc2)C(O)(c2ccc(Cl)cc2)C1 (stereo not drawn),1%
Cc1ccc(C)c(NC(=O)c2cc3cc(Cl)cc(Cl)c3oc2=O)c1,14%
COc1ccccc1C(=O)N1CCN(S(C)(=O)=O)CC1,0%

# Among those listed so far, these contain two or more sulfur atoms.
structure,RNase H inhibition
O=C1NC(=S)S/C1=C\c1cccc(Br)c1,11%
N#C/C(=C\Nc1ccc(S(=O)(=O)Nc2nccs2)cc1)c1nc(-c2ccc(Cl)cc2)cs1,4.1µM*
CCSc1nnc(NC(=O)CSc2ccccc2)s1,3%
O=C1N=c2ccccc2=C1c1sc(=S)n(-c2cccc(C(F)(F)F)c2)c1O,47%
Cc1ccc(S(=O)(=O)NNC(=O)C(=O)NNS(=O)(=O)c2ccc(C)cc2)cc1,0%
COc1cc(N2Cc3ccccc3C2)ccc1/C=C1\SC(=S)NC1=O,41%
CC(=O)Nc1nnc(CCS(=O)(=O)c2ccc(Cl)cc2)s1,4%
COc1cc(/C=C2\SC(=S)N(Cc3ccco3)C2=O)ccc1O,49%
CCCCN1C(=O)/C(=C/C=C/c2ccccc2)SC1=S,10%
CCOC(=O)C1=C(C)N=c2s/c(=C/c3ccc(SC)cc3)c(=O)n2C1c1ccccc1OC (stereo not drawn),9%
O=C(O)c1ccc(S(=O)(=O)c2ccc3c(c2)C(=O)N(c2nc4ccccc4s2)C3=O)cc1,8%
CCOc1ccc2c(c1)-c1c(ssc1=S)C(C)(C)N2C(=O)CC,10%
COc1ccc(/C=C2\SC(=S)N(CCC(=O)Nc3ccc(C)cc3)C2=O)cc1OC,27%
O=S1(=O)CCC(NNC(=S)Nc2ccccc2)C1 (stereo not drawn),5%
